Screening results (PubChem)
EBI2 block = EBI2 receptor antagonists, beta-arrestin recruitment, primary screen, cell-based, luminescence, 7a,25-OHC stimulation, uHTS; 7a,25-OHC stimulated; inhibition, % at 5 µM; AID 651636, 2012; 360,000 compounds, 0.81% hits; G-protein coupled receptor 183 (Homo sapiens), P32249; in the data active means inhibition above about 38%;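 further: enzyme fragment complementation signal reports receptor beta-arrestin coupling in cells; 0% = agonist plus DMSO wells and 100% = wells without agonist; some results beyond the cut were filed as inactive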
Target sequence (P32249 whole entry, looked up, the tested form may be a part): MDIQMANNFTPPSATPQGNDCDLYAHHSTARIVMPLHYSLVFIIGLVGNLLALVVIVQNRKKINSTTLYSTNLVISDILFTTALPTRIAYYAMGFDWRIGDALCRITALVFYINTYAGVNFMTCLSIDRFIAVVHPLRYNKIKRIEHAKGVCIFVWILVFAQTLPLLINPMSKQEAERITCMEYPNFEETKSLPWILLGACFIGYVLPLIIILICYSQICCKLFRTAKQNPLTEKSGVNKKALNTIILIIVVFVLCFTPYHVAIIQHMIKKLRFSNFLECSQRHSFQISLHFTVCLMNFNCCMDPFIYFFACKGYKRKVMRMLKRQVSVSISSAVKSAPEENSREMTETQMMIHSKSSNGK
CXCR6 block = CXCR6 receptor inhibitors, primary screen, cell-based, beta-arrestin, luminescence, CHO-K1 PathHunter, 1536-well | inhibition, % at 20 µM | 360,000 compounds, 0.36% hits; in the data active means inhibition above about 34%, passing the limit was not always enough;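 further: antagonist mode with CXCL16 agonist at 10 nM final; 0% = 10 nM CXCL16 with DMSO and 100% = unstimulated wells without agonist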
Target sequence (O00574 whole entry, looked up): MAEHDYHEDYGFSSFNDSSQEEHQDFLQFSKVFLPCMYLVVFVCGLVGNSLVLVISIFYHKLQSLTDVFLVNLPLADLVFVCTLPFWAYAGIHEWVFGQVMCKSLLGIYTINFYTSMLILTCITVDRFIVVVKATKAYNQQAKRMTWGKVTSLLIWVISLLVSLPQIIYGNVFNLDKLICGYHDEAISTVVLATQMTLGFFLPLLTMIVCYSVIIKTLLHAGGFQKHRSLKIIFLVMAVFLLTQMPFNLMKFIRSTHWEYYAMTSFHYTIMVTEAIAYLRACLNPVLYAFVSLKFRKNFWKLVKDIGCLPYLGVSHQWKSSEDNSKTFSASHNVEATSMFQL
* hit, by the source's call. These rows are one share of the data (hit frequency here may not be typical).

| compound | EBI2 block | CXCR6 block |
| --- | --- | --- |
| CC1=C(C(=O)N(C)C)CC(CC(=O)NC(c2ccccc2)c2ccccc2)C(=O)N1Cc1ccccc1 (stereo not given) | 2 | 1 |
| CCOC(=O)C1(c2ccccc2)CCCNC1=O (stereo not given) | -6 | -7 |
| Cc1cn([C@H]2C[C@H](O)[C@@H](CNCc3cc(Cl)ccc3OCc3ccc(Cl)cc3)O2)c(=O)[nH]c1=O | 4 | -4 |
| O=C(NC(c1ccc(Cl)cc1)c1cnccn1)C1CCN(Cc2ccc(Cl)cc2)CC1 (stereo not given) | 1 | 11 |
| O=C(NCCN1CCC(n2c(=O)[nH]c3ccccc32)CC1)c1ccccc1Cl | 2 | 1 |
| NC(=S)c1ccc(OCCCc2ccccc2)cc1 | 9 | 19 |
| Cn1c(=O)oc2cc(S(=O)(=O)Nc3ccc(C(=O)O)cc3)ccc21 | -2 | -8 |
| O=C1C=CC(n2cc(F)c(=O)[nH]c2=O)O1 (stereo not given) | -5 | 2 |
| CC1(C(=O)N2Cc3ccccc3C2)CCN1C(=O)C1(c2ccccc2)CC1 (stereo not given) | -7 | 4 |
| CN(C)c1ccc(-c2ccnc3c2CC(C)(C(=O)NCc2ccncc2)O3)cc1 (stereo not given) | 3 | 3 |
| COCCNC(=O)C1(C)CCCN(C(=O)c2ccc(C(=O)OC)cc2)C1 (stereo not given) | -3 | 5 |
| C=CCOc1ccccc1CNn1c(C)n[nH]c1=S | -2 | 1 |
| CC(=O)c1cccc(NC(=O)C2Cc3c(-c4cccc(F)c4)ccnc3O2)c1 (stereo not given) | -9 | -9 |
| O=C(NCCCN1CCCC1=O)C(=O)NCC1OCCCN1S(=O)(=O)c1ccccc1 (stereo not given) | -7 | -5 |
| CCn1c(SCC(=O)N2CCC(C)CC2)nc2c([nH]c3ccccc32)c1=O | 8 | 7 |
| COc1ccc(CN2C(=O)CCCC2(C)c2nc3ccccc3[nH]2)cc1 (stereo not given) | -3 | 2 |
| COc1ccc(-c2nc3c(C)cc(Br)cn3c2Cc2ccsc2)cc1OC | 19 | 0 |
| O=C(NN=Cc1cccc(O)c1O)c1ccccc1 | 12 | 2 |
| CC(=O)Nc1cc(-c2ccccc2CN(C)C)cn2c(-c3ccc(C(C)=O)cc3)cnc12 | 7 | -4 |
| O=C(Nc1ccc(F)c(Cl)c1)c1cc(C2CCCCN2C(=O)C2CC2)on1 (stereo not given) | -2 | 0 |

| compound | EBI2 block | CXCR6 block |
| --- | --- | --- |
| Cc1ccc2c(Cl)c(C(=O)NCCCN3CCOCC3)sc2c1 | 1 | 5 |
| O=C(CNS(=O)(=O)Cc1ccccc1)NNc1ccccc1 | -13 | -1 |
| C[C@H]1Cn2cnc(C(=O)Nc3cccc(Cl)c3)c2C(=O)N1 | -3 | -2 |
| CC(O)(c1ccc(F)c(F)c1)c1nc(-c2cccc(C#N)c2)cs1 (stereo not given) | 14 | -7 |
| COc1ccc(CC(N)c2csc(NC(=O)Nc3ccccc3C(C)C)n2)cc1 (stereo not given) | -12 | -5 |
| O=C1NC[C@H](Cc2ccc(O)cc2)N(C[C@@H]2CCCN2C[C@H](Cc2ccccc2)N2C[C@H](Cc3ccc(O)cc3)N(CCc3ccccc3)C(=O)C2=O)C1=O | -4 | -3 |
| Cc1ccc(OCc2cc(C(=O)N(C)Cc3cnn(C)c3)no2)cc1C | 0 | -9 |
| Cc1n[nH]c(=O)n(N=Cc2cccs2)c1=O | -5 | -7 |
| O=C(NCCN1CCOCC1)c1ccc(NC(=O)c2ccc(Br)o2)cc1 | -8 | -1 |
| COc1ccc(SC2=C[C@@]3(O)CC[C@@H](O)[C@@](Sc4ccc(OC)cc4)(C2=O)[C@H]3O)cc1 | -3 | -6 |
| CCN1CCN(C(CCc2ccccc2)C(=O)NC2CCCCC2)CC1 (stereo not given) | -10 | -1 |
| CCCCCCn1c(=O)n2n(c1=O)C[C@]1(OC(=O)Nc3c(C)noc3C)CN(S(=O)(=O)c3ccc(C)cc3)C[C@]1(O)C2 | -4 | -14 |
| CCNC(=O)C1(C)CCCN(C(=O)c2nc(C)oc2C)C1 (stereo not given) | -7 | -2 |
| C[C@H](CO)N1C[C@H](C)[C@H](CN(C)S(=O)(=O)c2cccs2)Oc2ncc(-c3cc4ccccc4o3)cc2C1=O | 34 | 8 |
| CCCS(=O)(=O)NC(=O)C1(C)CCN(C(=O)c2sccc2C)C1 (stereo not given) | -1 | 6 |
| COc1ccc(CNC(=O)c2ccc3nc(C)c(N(C)Cc4ccc(NC(C)=O)cc4)n3c2)cc1 | -10 | -6 |
| Cc1ccc(CNc2nc(NCC3CC3)nc3ccsc23)c(C)c1 | -35 | -7 |
| CCOc1cc(C=NNC(=O)N(c2ccccc2)c2ccccc2)ccc1O | 9 | -9 |
| CCCNC(=O)C1(C)CCN(C(=O)C2(c3ccc(Cl)cc3)CCCC2)C1 (stereo not given) | 7 | 7 |
| Cc1ccc(S(=O)(=O)CCOC(=O)CNC(=O)OCc2ccccc2)cc1 | -10 | -4 |

| compound | EBI2 block | CXCR6 block |
| --- | --- | --- |
| CC(=O)N(C)[C@H]1C[C@@H](c2ccccc2)N(C(C)=O)C[C@H]1CO | -12 | -5 |
| CC(=O)Nc1ccc(CN2C(=O)C(C)ON=C2c2ccccc2-c2ccco2)cc1 (stereo not given) | 0 | 1 |
| Nc1ncnc2c1ncn2[C@@H]1O[C@H](C(=O)N2CCCN(Cc3cccs3)CC2)[C@@H](O)[C@H]1O | -6 | 3 |
| COc1ccc(CC(N)c2csc(NC(=O)c3ccc(F)cc3)n2)cc1 (stereo not given) | -15 | -25 |
| Cc1ccc(CN2CC(N3CCN(CC4CC4)CC3)CS2(=O)=O)cc1 (stereo not given) | -10 | -3 |
| CN1CCN(C2CN(Cc3cn(Cc4ccc(Cl)cc4)nn3)S(=O)(=O)C2)CC1 (stereo not given) | -4 | 0 |
| COC(=O)[C@@]1(C(C)C)N=C(c2cc(OC)c(OC)c(OC)c2)[C@]2(O1)C(=O)N(Cc1ccc(OC)cc1)c1ccc(Br)cc12 | -1 | 3 |
| CC(C)=C[C@H]1C[C@H](C)[C@H]2CC[C@H](C)c3c(O[C@@H]4O[C@@H](C)[C@@H](O)[C@@H](O)[C@@H]4O)c(O)c(C)c1c32 | 14 | -8 |
| Cc1ccc(S(=O)(=O)NC(=O)C2(C)CCN2C(=O)C2(c3ccc(Cl)cc3)CCC2)cc1 (stereo not given) | 0 | -11 |
| O=C(Nc1ccn(CCCNCCc2ccccn2)c(=O)n1)OCc1ccccc1 | -5 | -1 |
| Cc1ccc(Cc2c(-c3ccc(F)cc3)nc3cc(C)ccn23)cc1 | 3 | 19 |
| CN(CC(=O)Nc1ccc(Cl)cc1)CC(=O)Nc1sc2c(c1C(N)=O)CCC2 | 22 | 5 |
| COc1ccc(CN2C(=O)C(CC(=O)NCCc3ccccn3)CC(C(=O)N3CCCCCC3)=C2C)cc1 (stereo not given) | 1 | 2 |
| COc1cc(C(=O)N2Cc3cc4ccccc4nc3C2C)cc(OC)c1OC (stereo not given) | 2 | -5 |
| COc1cc(-c2cc(=O)c3c(O)cc(O)cc3o2)cc(OC)c1OC | 4 | 23 |
| COCc1ccc(C(=O)N2CCCC(N(C)CCc3ccccc3)C2)s1 (stereo not given) | -4 | 0 |
| COc1ccc(Cn2c(=O)oc3ccccc32)cc1 | 4 | 3 |
| COC(=O)c1ccc2nc(-c3cccc(Br)c3)c(Cc3ccccc3)n2c1 | 33 | 7 |
| Cc1ccc(Cc2c(-c3ccc(F)cc3)nc3ccc(Cl)cn23)cc1 | 0 | 6 |
| COCCNc1nc(Oc2cccc3ccccc23)c2sccc2n1 | 4 | 12 |

| compound | EBI2 block | CXCR6 block |
| --- | --- | --- |
| O=C(Nc1ccc(C(=O)O)cc1)/C(=C\c1ccc([N+](=O)[O-])cc1)NC(=O)c1ccco1 | -12 | -9 |
| Cc1ccc(C(=O)COC(=O)CN2C(=O)C3CC=CCC3C2=O)cc1C (stereo not given) | -3 | -4 |
| CCOC1=C2[C@@H](CN(S(=O)(=O)c3ccc(C)cc3)[C@H]2c2ccccc2Cl)[C@H]2C(=O)N(C)C(=O)[C@H]2C1 | -5 | 1 |
| Clc1ccc(-c2nc3ccc(Cl)cn3c2Cc2ccccc2)cc1 | 15 | 16 |
| [N-]=[N+]=NC(c1ccccc1)C(NC(=O)c1cc(C(F)(F)F)cc(C(F)(F)F)c1)c1ccccc1 (stereo not given) | -19 | -23 |
| CC(C)CC1C(=O)N(Cc2cn(Cc3ccco3)nn2)CCS(=O)(=O)N1Cc1ccc(-c2ccccc2)cc1 (stereo not given) | 20 | 5 |
| COC(=O)c1c(-c2ccccc2)[nH]c(-c2nccc3ccccc23)c1C(=O)OC | 1 | 2 |
| CC1(C(=O)NS(=O)(=O)c2ccc(Br)cc2)CCN1C(=O)C1(c2ccccc2)CC1 (stereo not given) | -6 | 3 |
| CC1(Oc2cccc(F)c2)CCN(Cc2ccc(-c3ccccn3)cc2)C1 (stereo not given) | -9 | -2 |
| COCC(=O)N(C)C[C@H]1Oc2ncc(Br)cc2C(=O)N([C@@H](C)CO)C[C@H]1C | -5 | 0 |
| O=C(Nc1cccc2cccnc12)c1ccc2sc([C@H]3C[C@H](O)[C@@H](CO)O3)nc2c1 | -6 | -3 |
| Cc1ccc(C(=O)NCCN2CCC(n3c(=O)[nH]c4ccccc43)CC2)cc1F | -6 | 3 |
| N#Cc1ccc(-c2nc3ccc(Cl)cn3c2Cc2ccccc2C(F)(F)F)cc1 | 33 | 5 |
| CN(C)c1cccc2c(S(=O)(=O)NC(=O)[C@H]3O[C@@H](n4cnc5c(N)ncnc54)[C@H](O)[C@@H]3O)cccc12 | -8 | -12 |
| OC(c1ccccc1)(c1nc(-c2cccc3cccnc23)cs1)C(F)(F)F (stereo not given) | 11 | -10 |
| CCOC(=O)C1(C)CCN1C(=O)c1cc(C)n(C(C)(C)C)n1 (stereo not given) | -1 | -2 |
| Cc1ccc(S(=O)(=O)N2CCCCC2)cc1NC(=O)CCNC(=O)c1ccccc1Cl | -6 | 3 |
| O=C(/C=C/[C@H]1O[C@@H](n2ccc(=O)[nH]c2=O)[C@H](O)[C@@H]1O)NC(c1ccccc1)c1ccccc1 | -4 | -5 |
| c1ccc2c(c1)CN1C(=N2)COc2ccccc2C1c1nc2ccccc2[nH]1 (stereo not given) | 1 | 2 |
| CCOC(=O)C1=C(C)N=c2sc(=Cc3cc(Cl)c(OCC(=O)O)c(Cl)c3)c(=O)n2C1c1cccc(OC)c1 (stereo not given) | 22 | -1 |

molecule	EBI2 block	CXCR6 block
CCOC(=O)c1cc2cc(OC)ccc2n1C1CCN(CCc2ccccc2)CC1	-10	4
COc1cccc(NC(=O)C2(C)CCN2Cc2ccc(OC(C)C)cc2)c1 (stereo not given)	5	9
COc1ccccc1Cc1c(C2CCCCC2)nc2ccc(Br)cn12	22	-3
O=C(NCc1cccnc1)C(=O)NCC1OCCCN1S(=O)(=O)c1cc(F)ccc1F (stereo not given)	2	4
CN(CCC#N)c1ccc(C=C(C#N)c2ccc(Br)cc2)cc1	22	5
CC1(C(=O)NS(=O)(=O)c2ccccc2)CCN1C(=O)c1ccc(C2CCCCC2)cc1 (stereo not given)	-3	-2
C[C@@H]1CCCCO[C@H](CN(C)C(=O)c2ccccc2)[C@@H](C)CN([C@H](C)CO)C(=O)c2cc(NC(=O)c3ccncc3)ccc2O1	-6	0
CCCCN(C)c1c(C)nc2ccc(C(=O)Nc3cc(-c4ccccc4)ccc3OC)cn12	16	9
CSc1ccc(CN2CCC(C)(Oc3cnc(Cl)c4ccccc34)C2)cc1 (stereo not given)	1	-2
CC1=C(C(=O)OC(C)C)C(c2ccc(Cl)cc2)n2c(sc(=Cc3ccc(OCC(=O)O)cc3)c2=O)=N1 (stereo not given)	26	10
CCOC(=O)c1cc(-c2sc(NC(=O)c3ccccc3)nc2C)n(CCO)n1	-9	0
CCOC1=C2[C@H](c3ccc(C)cc3)N(S(=O)(=O)c3ccc(C)cc3)C[C@H]2n2c(=O)n(-c3ccccc3)c(=O)n2C1	-7	-3
CC1=C(C(=O)N(C)C)CC(CC(=O)NC2CCCCC2)C(=O)N1Cc1ccc(C(C)(C)C)cc1 (stereo not given)	0	0
CC1(c2nc3ccccc3[nH]2)c2ccccc2C(=O)N1C1CC1 (stereo not given)	2	1
CC(=O)c1ccc(Nc2nc(CN)cs2)cc1	-3	2
C#Cc1cc(N2CCN(C(=O)c3ccoc3)CC2)n2nc(-c3cccc(Cl)c3)cc2n1	37	-6
Cc1ccc([C@@]2(OC(=O)c3ccccc3)C(=O)N(C(=O)OC(C)(C)C)c3ccccc32)cc1	10	3
CCC(=O)N1CCCC(C)(C(=O)NS(=O)(=O)c2ccccc2Cl)C1 (stereo not given)	-4	-4
OC(c1ccccc1)(c1ccccc1)C1CCN(CCCOc2ccccc2Cl)CC1	-2	-8

Record cards, as listed above. Order of screens: EBI2 block | CXCR6 block
Record of `COc1cccc(NC(=O)C2(C)CCN2Cc2ccc(OC(C)C)cc2)c1` (stereo not given) = 5 | 9
Record of `C[C@@H]1CCCCO[C@H](CN(C)C(=O)c2ccccc2)[C@@H](C)CN([C@H](C)CO)C(=O)c2cc(NC(=O)c3ccncc3)ccc2O1` = -6 | 0
Record of `CCOC1=C2[C@H](c3ccc(C)cc3)N(S(=O)(=O)c3ccc(C)cc3)C[C@H]2n2c(=O)n(-c3ccccc3)c(=O)n2C1` = -7 | -3

Given field by field: entries from further up.
CC(=O)c1ccc(Nc2nc(CN)cs2)cc1
  EBI2 block = -3	CXCR6 block = 2

C#Cc1cc(N2CCN(C(=O)c3ccoc3)CC2)n2nc(-c3cccc(Cl)c3)cc2n1
  EBI2 block = 37	CXCR6 block = -6

Cc1ccc([C@@]2(OC(=O)c3ccccc3)C(=O)N(C(=O)OC(C)(C)C)c3ccccc32)cc1
  EBI2 block = 10	CXCR6 block = 3

CCC(=O)N1CCCC(C)(C(=O)NS(=O)(=O)c2ccccc2Cl)C1 (stereo not given)
  EBI2 block = -4	CXCR6 block = -4
